B2AR arrestin: beta2AR (human) beta-arrestin recruitment activity | P07550 | beta-arrestin recruitment to beta2AR, cell-based reporter | Potency, µM (series often up to 46.1 µM), inactives show at the highest dose activation, usual class: activators | 330,000 compounds, 0.02% hits | AID 492947;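 also: potency is read from the fitted curve at half-maximal effect; 0% = DMSO controls and full agonism = EC100 isoproterenol or metaproterenol; nearly all actives have a fitted effect of over 65% in size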
PTAP TSG101 blk: blocks PTAP/TSG101 interaction to inhibit HIV-1 budding; Fluorescence polarization, FITC-PTAP peptide / Tsg101 binding; Potency, µM (titrated, usually from 115 µM), inactives show at the highest dose activity change, negative = inhibition, hits mostly inhibitors; 340,000 tested, under 10 active; AID 493005; active = well fitted inhibition curve with a large enough effect in the main read-out, with a control signal flat, not every such curve was filed as active; inconclusive = small, poorly fitted or top-dose-only effect, or effect the other way, or a change in a side signal; inactive = no such curve, though single readings can be large or run the other way; also: potency is read from the fitted curve at half-maximal effect; % of control where 0% means no effect
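Steps: Tsg101 binding domain dispensed (10 uM final), compounds pinned in DMSO, FITC-labeled PTAP-motif peptide added (50 nM final); after 20 min binding at room temperature, polarization measured.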
USP2a block: inhibitors of human ubiquitin-specific protease USP2a; USP2 core, Ub-CHOP2 coupled fluorogenic reporter, 485/531; Potency, µM (highest dose often 38.3 µM), inactives show at the top dose activity change, negative = inhibition, hits mostly inhibitors; 330,000 compounds, 0.01% hits;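 also: potency is read from the fitted curve at half-maximal effect; plate controls were DMSO wells for no effect and full inhibition by NEM control for full effect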
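USP2 core (10nM final) preincubated 30min RT with compound in 20mM Tris-HCl pH 8.0, 2mM CaCl2, 2mM beta-mercaptoethanol, 0.05% CHAPS; 25nM Ub-CHOP2 plus 25nM reporter substrate added, fluorescence (Ex485/Em531) read after 60min.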
p53 reactivator: re-activators of mutant p53; 320,000 compounds, 0.063% hits; H1299 p53-A138V BP100-luciferase reporter, luminescence, 24 h; Potency, µM (highest dose often 92.2 µM), for the others: top-dose activity change, positive = activation, actives largely listed as activators; also: potency is read from the fitted curve at half-maximal effect; % of control where 0% means no effect; nearly all actives have a fitted effect of over 45% in size
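p53-null H1299 cells stably carrying temperature-sensitive p53-A138V and a BP100-luciferase reporter were pinned with compounds (4-point, 1:5 series) and held 24 hrs at 37 deg C. Luminescence was read 10 min after detection reagent.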
S-ASM inh: human S-ASM enzyme inhibition; P17405; placental ASM, HMU-PC fluorogenic substrate, 60 min; Potency, µM (top dose mostly 57.5 µM), inactives show top-dose activity change, negative = inhibition, hits mostly inhibitors; 340,000 compounds, 0.006% hits; also: potency is read from the fitted curve at half-maximal effect
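HMU-PC0 cleavage (9 uM final) by human placental ASM, 60 min at 37 °C following 10 min compound exposure at RT; stopped at pH 10, fluorescence Ex 386/Em 447 nm.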
uPA surface inh: inhibitors of cell surface uPA generation; cell surface uPA generation assay, qHTS; Potency, µM (doses to about 38.3 µM), for inactives: at the highest dose activity change, negative = inhibition, actives largely listed as inhibitors; 330,000 compounds, 0.31% hits; AID 540303; active = well fitted inhibition curve with a large enough effect; inconclusive = small, poorly fitted or top-dose-only effect; inactive = no such curve, though single readings can be large or run the other way; tested in mouse RAW 264.7 cells; also: potency is read from the fitted curve at half-maximal effect; % is scaled to controls: 0 for no effect and ±100 for the full control effect; nearly all actives have a fitted effect of over 55% in size
TRPV1 agonist: activates the human vanilloid receptor TRPV1; Q8NER1; activation, % at 8.33 µM; 320,000 compounds, 0.19% hits; TRPV1-expressing cells, Fluo-8 calcium influx, agonist mode; in the data active = activation above about 80%; inconclusive = between about 30% and that limit; also: 0% is about no effect
Target sequence (Q8NER1 whole entry, looked up): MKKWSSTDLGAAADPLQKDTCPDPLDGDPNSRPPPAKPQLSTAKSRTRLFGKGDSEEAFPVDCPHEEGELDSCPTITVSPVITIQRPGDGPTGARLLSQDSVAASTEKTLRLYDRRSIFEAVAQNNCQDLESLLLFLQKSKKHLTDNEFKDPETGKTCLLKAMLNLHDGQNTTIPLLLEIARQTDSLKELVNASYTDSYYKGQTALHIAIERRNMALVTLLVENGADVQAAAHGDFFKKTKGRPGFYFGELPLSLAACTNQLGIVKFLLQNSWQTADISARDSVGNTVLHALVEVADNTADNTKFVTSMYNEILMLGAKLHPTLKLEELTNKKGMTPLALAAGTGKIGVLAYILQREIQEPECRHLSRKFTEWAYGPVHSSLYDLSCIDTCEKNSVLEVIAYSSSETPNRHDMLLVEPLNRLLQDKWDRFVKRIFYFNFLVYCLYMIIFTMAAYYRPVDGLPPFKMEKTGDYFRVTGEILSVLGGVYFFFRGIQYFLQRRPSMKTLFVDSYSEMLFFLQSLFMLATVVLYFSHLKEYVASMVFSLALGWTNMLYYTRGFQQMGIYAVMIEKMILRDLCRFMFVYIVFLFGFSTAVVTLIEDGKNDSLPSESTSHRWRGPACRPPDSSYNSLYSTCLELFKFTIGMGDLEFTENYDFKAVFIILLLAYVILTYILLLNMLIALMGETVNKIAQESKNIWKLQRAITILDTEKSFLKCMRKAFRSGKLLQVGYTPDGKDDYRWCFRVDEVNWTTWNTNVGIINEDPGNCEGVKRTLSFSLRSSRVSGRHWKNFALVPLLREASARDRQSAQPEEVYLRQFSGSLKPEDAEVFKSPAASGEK
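Cells expressing TRPV1 were dye-loaded with Fluo-8 and read kinetically: 10 s baseline, 3 min after compound (agonist portion), then 2 min after EC20 capsaicin (allosteric enhancer portion). Calcium-bound dye fluorescence at 480/520 nm.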
BRCA1 expr act: BRCA1 expression activation. MCF7-BRCA1-FFLuc reporter, luminescence, 48 h; response scale: scaled: vehicle 0%, 10 µM genistein 100%. Potency, µM (highest dose often 46.1 µM), for the others: top-dose activation, usual class: activators. 380,000 compounds, 1.1% hits; also: potency is read from the fitted curve at half-maximal effect; nearly all actives have a fitted effect of over 80% in size; some results filed as inactive show a strong effect at the top dose
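Quantitative HTS in MCF7 cells stably reporting BRCA1 expression via firefly luciferase. Compound treatment lasts 48 h at 37 °C in phenol-red free MEM. Activation is expressed relative to genistein at 10 microM and DMSO.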
a7 integrin act: activates integrin-mediated alleviation for muscular dystrophy; Potency, µM (titrated, usually from 38.3 µM), inactives show at the top dose activation, most hits filed as activators; 350,000 compounds, 0.064% hits; alpha7betagal myoblasts, beta-gal FDG fluorescence, 48 h; AID 624291;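 also: potency is read from the fitted curve at half-maximal effect; 100% = response of the positive control SU9516; nearly all actives have a fitted effect of over 60% in size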
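alpha7betagal+/- myoblasts (passage 13, 250/well) treated 48 h at 37C with compounds at 1:260 dilution of DMSO stock. Lysed, then beta-galactosidase activity read as FDG fluorescence (ex 480/em 540) after 30 min, with pre-read for autofluorescence.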
Eya2 inh: blocks the phosphatase activity of human Eya2 | O00167 | recombinant Eya2, OMFP fluorescence dephosphorylation (OMFP is methylfluorescein phosphate) | Potency, µM (doses to about 76.9 µM), for inactives: top-dose activity, negative = inhibition, usual class: inhibitors | 330,000 compounds, 0.006% hits | AID 488837; also: potency is read from the fitted curve at half-maximal effect; % is scaled to controls: 0 for no effect and ±100 for the full control effect
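Eya2 protein (added as 0.2 uM solution) was preincubated with compound for 10 min at ambient temperature in 50 mM HEPES pH 7.5, 50 mM NaCl, 5 uM MgCl2, 0.05% BSA, 1 mM DTT. OMFP (added at 50 uM) then reacted 10 min; fluorescence read at 485/525 nm.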
ELG1 genotox: genotoxicity induction in ELG1-luciferase HEK293T cells | HEK293T ELG1-luciferase reporter, luminescence, 16 h | Potency, µM (series often up to 46 µM), for the others: at the highest dose activity change, positive = activation, hits mostly activators | 330,000 compounds, 1.3% hits | AID 504466; also: potency is read from the fitted curve at half-maximal effect; % of control where 0% means no effect; nearly all actives have a fitted effect of over 60% in size
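ELG1-luciferase HEK293T cells, 2,000/well; compound pinned in; 16 hr, 37 °C, 5% CO2; ONE-Glo, 30 min RT; luminescence on CCD imager.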
* = called active by the depositor; u = inconclusive; x = no result given; [ ] = another dose, or the depositor's remark. Unless noted, calls follow the shape of the dose curve; as a rule, active = well fitted curve in the direction sought with a large enough effect; inconclusive = small, poorly fitted or top-dose-only effect, or another doubt; inactive = no such curve, though single readings can be large; an effect the other way counts as inactive or inconclusive.

SMILES | B2AR arrestin | PTAP TSG101 blk | USP2a block | p53 reactivator | S-ASM inh | uPA surface inh | TRPV1 agonist | BRCA1 expr act | a7 integrin act | Eya2 inh | ELG1 genotox
CCOc1ccc(NC(=O)N2CCC(NC(=O)C(Cc3ccc(OC)c(OC)c3)NC(C)=O)CC2)cc1 (stereo not drawn) | -0.1% | -1.8% | -0.9% | 7.9% | 4.1% | -0.1% | -2.0 | -1.5% | 0.0% | -6.1% | -0.8%
Clc1ccc(-n2nnc(-c3nccs3)n2)cc1Cl | 0.1% | -0.3% | 0.7% | 7.8% | 0.1% | -16.8% | 13.7 | 94.3% | 15.8% | 0.2% | 5.17µM*
O=C(NC(Cc1c[nH]c2ccccc12)C(=O)O)c1ccc(F)cc1 (stereo not drawn) | -0.3% | -1.4% | -2.8% | 4.7% | -0.6% | 3.4% | 0.9 | -21.2% | 8.1% | -26.1% | 2.0%
CCCn1c(N)c(C(c2ccc(OC)cc2)N2CCN(c3ccccc3)CC2)c(=O)[nH]c1=O (stereo not drawn) | -0.2% | -3.5% | 5.6% | 7.5% | -0.5% | -3.8% | 1.2 | -12.6% | -1.3% | 15.5% | 8.7%
O=C1CN(C(=O)/C=C/c2ccccc2F)c2ccccc2N1 | 0.0% | -2.2% | 0.0% | 0.4% | -4.7% | 16.7% | 4.5 | 38.6% | 10.2% | 23.5% | 12.7%
Nc1cc2c(cc1Cl)-c1ccc([N+](=O)[O-])cc1C2=NO | x | 0.1% | x | x | -4.1% | 1.5% | x | -28.0% | -33.2% | x | x
CN(C(=O)c1ccc(Cl)cc1)C1CCS(=O)(=O)C1 (stereo not drawn) | -0.3% | -11.0% | 0.9% | -5.1% | 8.6% | 16.7% | x | 17.9% | 21.4% | 1.5% | 0.8%
CCOC(=O)c1cnc(-n2[nH]c(C)cc2=O)[nH]c1=O | 0.3% | -2.1% | 1.3% | -4.8% | -4.3% | 2.1% | 1.5 | -10.4% | -8.7% | 21.4% | 2.1%
CS(=O)(=O)N(CC(=O)Nc1cccc(F)c1)c1cccc([N+](=O)[O-])c1 | -0.6% | -3.8% | 0.3% | 0.1% | -4.0% | 1.0% | 1.0 | 1.8% | 0.0% | -8.7% | 0.7%
CC1(C)Cc2ccccc2C(NNC(=O)c2ccc(Br)o2)=N1 | x | -2.5% | x | x | -0.4% | 0.3% | x | -11.8% | 15.8% | x | x
O=C(CNS(=O)(=O)c1ccc(Br)s1)N1CCN(c2ccc(F)cc2)CC1 | -0.4% | -1.9% | -3.2% | 1.2% | -0.7% | x | -6.0 | -35.5% | 0.0% | -6.8% | -12.7%
COc1cccc(SCc2noc(C(=O)NCC3CCCO3)c2C(=O)O)c1 (stereo not drawn) | -0.4% | x | 2.3% | -4.2% | 16.0% | -22.9% | 3.7 | 4.0% | 31.3% | 15.5% | 0.9%
CCc1ccc(N2CC(C(=O)NC3CC3)CC2=O)cc1 (stereo not drawn) | 0.3% | 2.5% | 0.7% | -6.0% | -1.8% | 0.7% | 3.9 | -12.8% | -5.0% | -10.1% | 13.7%
COc1ccc(/C=C/CN2CCCC(CO)(Cc3cccc(Cl)c3)C2)cc1 (stereo not drawn) | 0.1% | -6.1% | -6.0% | -0.3% | -2.8% | -6.4% | 1.2 | -41.2% | -61.0%[inhibitor] | -6.9% | -9.5%
O=C(NNC(=S)NC1CCCCC1)c1ccccc1Br | -0.5% | -5.3% | -0.1% | 3.5% | -3.2% | 7.5% | -0.5 | 33.4% | 39.1% | 0.9% | 1.5%
COc1ccc(C(=O)Nc2c(-c3ccccc3)nc3ccccn23)c(OC)c1 | 0.3% | -6.4% | 1.6% | -13.8% | 0.0% | 13.3% | 2.5 | -0.6% | -0.6% | 9.4% | -7.4%
Cc1ccc(OCC(O)Cn2c(=N)n(CCN3CCCCC3)c3ccccc32)cc1 (stereo not drawn) | 0.1% | -3.0% | 1.3% | u | 4.0% | -12.5% | 10.7 | -92.0% | -70.2%[inhibitor] | -4.8% | 14.2%
O=C(CNC(=O)c1cc(-c2ccccc2)nn1-c1ccccc1)Nc1ccccc1Br | x | -4.6% | x | x | 2.3% | u | x | 3.5% | 22.2% | x | x
CC(Oc1ccc(Br)cc1Cl)C(=O)Nc1ccncc1 (stereo not drawn) | 0.0% | -2.7% | -0.8% | -4.3% | -0.5% | u | u | -1.5% | -35.6% | -4.2% | -7.0%
Cc1onc(-c2ccccc2)c1C(=O)Nc1ccc2c(c1)OCO2 | 2.9% | -9.1% | -0.9% | -5.7% | -0.2% | -1.2% | 5.3 | -14.6% | -4.5% | 16.5% | -4.0%
CC[C@]12c3[nH]c4ccccc4c3CCN1C(=O)C(CC(=O)NCCN1CCOCC1)C[C@@H]2C(=O)N1CCN(C(=O)c2ccco2)CC1 (stereo partly drawn) | -0.8% | 1.9% | -0.6% | 3.5% | 6.5% | 8.8% | x | 12.3% | 29.4% | -17.9% | 0.5%
O=C(CSc1nc2[nH]ncc2c(=O)[nH]1)Nc1ccc(F)cc1 | -0.1% | -1.4% | 3.2% | -4.6% | 0.0% | 3.4% | -0.6 | 1.6% | u | 5.0% | -0.5%
CCc1ccc(N2CC(C(=O)Nc3ccc4c(c3)OCO4)CC2=O)cc1 (stereo not drawn) | -0.3% | -4.2% | 2.6% | 8.2% | -1.3% | 5.1% | u | 0.3% | -11.1% | -20.0% | 3.1%
CC1(C)C=Cc2c(c3c(c4c(=O)c(-c5ccc(O)cc5)coc24)OC(C)(C)CC3)O1 | -0.6% | -5.3% | 3.8% | -11.9% | -3.2% | u | u | -79.7% | -9.3% | 2.0% | 0.4%
Cc1ccc(C(CNC(=O)C(=O)Nc2ccc3c(c2)OCCO3)N2CCN(C)CC2)cc1 (stereo not drawn) | 0.0% | -4.3% | 1.1% | -0.4% | -0.5% | -14.2% | -0.2 | -23.2% | -4.1% | -20.7% | -3.1%
Cc1ccc(OCCCC(=O)Nc2ccc(Cl)c(S(=O)(=O)N3CCOCC3)c2)cc1 | -0.3% | 1.1% | -10.8% | -1.8% | -25.0% | u | 28.2 | -28.5% | -11.3% | -1.6% | -7.1%
CCc1cccc(CC)c1NC(=O)COn1nnc2ccc(C(F)(F)F)cc21 | 0.2% | -2.0% | 0.9% | -12.9% | 5.6% | 3.6% | 8.3 | -8.3% | 15.8% | 4.7% | -3.0%
COC(=O)c1sccc1NN1C(=O)c2ccccc2C1=O | -0.1% | -0.3% | 2.0% | -0.6% | 0.2% | 4.6% | 2.7 | 1.1% | 28.9% | 1.9% | -2.1%
CCC(=O)c1ccc(OCC(=O)Nc2ccc(N3CCCCC3)cc2)cc1 | -0.2% | -5.3% | -7.0% | -1.5% | -1.8% | -34.0% | 2.8 | -18.3% | u | 5.2% | -0.5%
COc1ccc(F)cc1S(=O)(=O)N1CCN(C(=O)c2ccco2)CC1 | 0.2% | -2.0% | 0.1% | 8.3% | -1.1% | -4.4% | -0.9 | -3.0% | 4.9% | -4.0% | 0.3%
CCCCCC1CCC(C(=O)NCCN2CCOCC2)CC1 (stereo not drawn) | 0.4% | -1.9% | 1.6% | 14.2% | -1.4% | -1.1% | -3.5 | -5.6% | -9.6% | 1.3% | -3.0%
O=C(c1ccc2c(=O)n3c(nc2c1)CCCCC3)N1CCN(C(c2ccccc2)c2ccccc2)CC1 | -0.2% | 2.2% | 1.2% | -0.7% | -7.7% | x | u | -90.9%[inhibitor] | -18.6% | -21.9% | -15.9%

Part of the list above in order of formula weight, falling:
SMILES | B2AR arrestin | PTAP TSG101 blk | USP2a block | p53 reactivator | S-ASM inh | uPA surface inh | TRPV1 agonist | BRCA1 expr act | a7 integrin act | Eya2 inh | ELG1 genotox
CCc1cccc(CC)c1NC(=O)COn1nnc2ccc(C(F)(F)F)cc21 | 0.2% | -2.0% | 0.9% | -12.9% | 5.6% | 3.6% | 8.3 | -8.3% | 15.8% | 4.7% | -3.0%
CC1(C)Cc2ccccc2C(NNC(=O)c2ccc(Br)o2)=N1 | x | -2.5% | x | x | -0.4% | 0.3% | x | -11.8% | 15.8% | x | x
CCc1ccc(N2CC(C(=O)Nc3ccc4c(c3)OCO4)CC2=O)cc1 (stereo not drawn) | -0.3% | -4.2% | 2.6% | 8.2% | -1.3% | 5.1% | u | 0.3% | -11.1% | -20.0% | 3.1%
